# GSH bead fluor = GSH bead compound fluorescence profile | GSH beads flow cytometry, compound fluorescence 488/530 nm; hits give high values | fluorescence (KMESF) at 10 µM | 190,000 compounds, 0.25% hits | AID 1776; in the data active means fluorescence above about 89;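 further: glutathione beads carrying GST-tagged Bcl family fusion proteins plus one bare bead set; values are compound well signal with DMSO vehicle wells as background; inactives centre near 16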
# RGS4-Gao reg = modulates binding of RGS4 to human Galphao; binding response (% of control), % at 10 µM; 220,000 compounds, 0.33% hits; Multiplexed bead flow cytometry; actives lie on both sides; P09471; in the data active means binding response below about 49% or above about 150%; inactive means in between;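 further: fluorescent Galphao activated with aluminum fluoride binding bead-coupled RGS4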
# Bim-Bcl-XL = inhibitors of Bim-Bcl-XL interaction, human; Q07817; Bim peptide-Bcl-XL binding, bead flow cytometry, fluorescence; inhibition, % at 10 µM; 190,000 compounds, 0.04% hits
# Bcl-2 Bim block = disrupts Bim peptide binding to human Bcl-2; 190,000 compounds, 0.06% hits; P10415; AID 950; Bead-based flow cytometry, Bim peptide-Bcl-2 binding; inhibition, % at 10 µM; in the data active means inhibition above about 40%; inconclusive means no clear call, values can overlap the other calls;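 further: 0% = no compound wells with probe peptide and 100% = reference peptide inhibitor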
# ABCB1 block = blocks JC-1 efflux by human ABCB1 transporter; P08183; CCRF-Adr cells, flow cytometry; inhibition, % at 6.6 µM; 190,000 compounds, 0.067% hits; in the data active means inhibition above about 40%;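 further: 0% = vehicle and 100% = reference inhibitor; higher value means more JC-1 retained so stronger ABCB1 efflux block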
# Avidin fluor = avidin bead compound fluorescence profile; Avidin beads, compound fluorescence 488/530 nm, flow cytometry; hits give high values; fluorescence (KMESF) at 10 µM; 220,000 compounds, 0.38% hits; AID 1775; in the data active means fluorescence above about 47; further: inactives centre near 10
# RGS7-Gao reg = modulates binding of RGS7 to human Galphao; P09471; Multiplexed bead flow cytometry; actives lie on both sides; binding response (% of control), % at 10 µM; 220,000 compounds, 0.35% hits; AID 1439; in the data active means binding response below about 49% or above about 150%; inconclusive means no clear call, values can overlap the other calls; inactive means in between;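 further: fluorescent Galphao held in activated GDP-AlF4 state binding bead-coupled RGS7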
# Bim-Bfl-1 = human Bim-Bfl-1 interaction inhibition | Bead-based flow cytometry, Bim-Bfl-1 binding inhibition | 190,000 compounds, 0.12% hits | inhibition, % at 10 µM;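 further: 0% = wells without compound plus tracer and 100% = blocker peptide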
# ABCG2 inh = inhibitors of human ABCG2 transporter, ABCB1 counter-screen; IgMXP3 cells, JC-1 efflux, flow cytometry; inhibition, % at 6.6 µM; 190,000 compounds, 0.1% hits;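 active means inhibition above 80%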;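 further: 0% = DMSO and 100% = nicardipine control wells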
# Target sequence (Q9UNQ0 whole entry, looked up): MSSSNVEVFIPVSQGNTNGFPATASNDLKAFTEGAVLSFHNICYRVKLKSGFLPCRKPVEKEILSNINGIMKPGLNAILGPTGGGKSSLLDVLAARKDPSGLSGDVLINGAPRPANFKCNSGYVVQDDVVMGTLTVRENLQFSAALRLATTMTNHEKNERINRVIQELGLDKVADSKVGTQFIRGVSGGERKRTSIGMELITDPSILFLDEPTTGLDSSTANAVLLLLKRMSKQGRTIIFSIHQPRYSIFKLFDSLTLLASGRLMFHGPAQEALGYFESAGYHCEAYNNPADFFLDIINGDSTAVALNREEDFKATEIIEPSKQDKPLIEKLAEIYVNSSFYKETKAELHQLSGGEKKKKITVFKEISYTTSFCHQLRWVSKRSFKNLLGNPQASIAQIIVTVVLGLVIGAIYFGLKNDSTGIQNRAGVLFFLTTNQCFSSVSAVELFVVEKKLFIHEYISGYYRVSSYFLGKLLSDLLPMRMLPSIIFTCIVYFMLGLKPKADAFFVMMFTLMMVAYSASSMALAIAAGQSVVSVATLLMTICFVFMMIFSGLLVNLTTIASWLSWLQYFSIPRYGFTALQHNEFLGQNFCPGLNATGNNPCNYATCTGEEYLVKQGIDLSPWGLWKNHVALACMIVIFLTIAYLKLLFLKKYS
#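 System: two drug-resistant human cell lines, ABCG2 and ABCB1; controls: nicardipine high and DMSO low controls; times: 10 min exposure at 25 °C with rotation, no wash; detection: flow cytometry of retained JC-1 fluorescence; read-out basis: percent efflux inhibition, scaled nicardipine 100% to DMSO 0%; doses: one concentration, 6.6 µM final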
# Bim-Bcl-W = inhibitors of Bim-Bcl-W interaction, human; Q92843; bead-based flow cytometry, Bim peptide-Bcl-W binding; inhibition, % at 10 µM; 190,000 compounds, 0.02% hits;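 further: 0% = bound tracer without compound and 100% = peptide blocker; higher means less fluorescent Bim peptide bound to Bcl-W beads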
# Target sequence (Q92843 whole entry, looked up): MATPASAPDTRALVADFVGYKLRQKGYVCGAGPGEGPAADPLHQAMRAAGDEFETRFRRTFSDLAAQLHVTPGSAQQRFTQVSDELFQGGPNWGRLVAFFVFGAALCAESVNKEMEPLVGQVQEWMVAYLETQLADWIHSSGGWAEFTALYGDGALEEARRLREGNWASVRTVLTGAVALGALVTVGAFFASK
# Bcl-B Bim block = human Bim-Bcl-B interaction inhibition | Q9HD36 | bead-based flow cytometry, Bim peptide-Bcl-B binding | inhibition, % at 10 µM | 190,000 compounds, 0.073% hits;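 further: 0% = tracer peptide without compound and 100% = reference inhibitor peptide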
# Target sequence (Q9HD36 whole entry, looked up): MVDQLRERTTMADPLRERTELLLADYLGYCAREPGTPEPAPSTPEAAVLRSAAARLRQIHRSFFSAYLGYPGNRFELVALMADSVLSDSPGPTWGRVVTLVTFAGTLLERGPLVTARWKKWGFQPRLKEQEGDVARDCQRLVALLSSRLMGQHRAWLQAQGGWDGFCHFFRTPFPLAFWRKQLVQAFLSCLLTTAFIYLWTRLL
# The depositor's hits bear a star; ? = inconclusive. Unless noted, no stated cut-off is given here; in the data, active means inhibition above about 40%.
item	structure	GSH bead fluor	RGS4-Gao reg	Bim-Bcl-XL	Bcl-2 Bim block	ABCB1 block	Avidin fluor	RGS7-Gao reg	Bim-Bfl-1	ABCG2 inh	Bim-Bcl-W	Bcl-B Bim block
1	c1cc(C(c2nnnn2C2CCCC2)N2CCOCC2)ccn1 (stereo not given)	30	105.6	0.0	-6.0	0.4	8	100.4	-11.0	-1.5	0.0	-6.0
2	C=C1C2C[C@H](O)C(C)(C)[C@@]2(O)[C@H](O)C[C@]23C[C@@](C)(O)[C@H](CC[C@H]12)[C@H]3O (stereo not given in full)	17	104.9	-2.0	0.0	0.4	10	101.7	-2.0	12.2	1.0	-6.0
3	COc1ccc2ccc3c(c2c1)N=C[C@]1(O3)N(C)c2ccccc2C1(C)C	14	100.0	-2.0	-2.0	0.6	32	89.5	-2.0	2.2	0.0	0.0
4	COc1cccc(CN2CCC(N(CCc3ccccc3)Cc3ccccc3)CC2)c1OC	3	104.6	-5.0	0.0	7.8	11	105.5	-3.0	-3.3	-4.0	-3.0
5	O=C(CCN1C(=O)COc2ccccc21)N1CCN(c2ccccc2)CC1	20	97.5	0.0	-1.0	0.1	9	96.0	-3.0	3.2	2.0	-3.0
6	CCN(Cc1ccccc1)C(c1cccc(C#N)c1)c1nnnn1C(C)(C)C (stereo not given)	31	96.7	-10.0	-10.0	1.0	13	95.8	-13.0	4.3	-2.0	-6.0
7	CC(=O)c1cc2c(cc1NC(=O)CCCC(=O)O)OCO2	10	112.1	-1.0	-3.0	0.6	32	101.6	-11.0	2.1	0.0	-7.0
8	COCCCNCCOCCOc1c(OC)cccc1OC	26	102.2	-13.0	-16.0	0.9	10	104.3	-27.0	8.7	-8.0	-15.0
9	Cc1ccc(/C=C/C(=O)NCc2ccco2)o1	10	89.0	-7.0	1.0	-1.0	9	89.5	0.0	-3.4	0.0	-12.0
10	O=C(O)c1cc(NC(=O)c2ccccc2[N+](=O)[O-])ccc1O	11	101.2	-5.0	-2.0	0.4	11	102.9	-3.0	3.0	-1.0	-1.0
11	CC(NC(=O)C(NC(=O)C(Cc1c[nH]c2ccccc12)NC(=O)OC(C)(C)C)C(C)C)C(N)=O (stereo not given)	11	103.9	-1.0	0.0	-0.5	3	100.9	-1.0	-2.4	-1.0	3.0
12	O=C(CCC1CCCN(C(=O)c2ccco2)C1)NCc1ccccc1F (stereo not given)	15	101.1	-1.0	-1.0	0.4	7	96.7	-8.0	1.1	-2.0	-3.0
13	CC1CC(=O)C2=C(C1)Nc1ccccc1N(C(=O)COc1ccccc1)C2c1ccco1 (stereo not given)	45	66.8	4.0	2.0	0.0	2	75.9	6.0	0.1	0.0	-3.0
14	Nc1ccc(CC2SC(=O)NC2=O)cc1 (stereo not given)	44	86.5	10.0	2.0	0.5	3	95.9	3.0	0.0	3.0	2.0
15	CCOc1ccc(N(Cc2ccc(OC)c(OC)c2)C(=O)c2ccco2)cc1	29	93.9	0.0	-3.0	0.8	8	89.1	-2.0	1.5	-1.0	-3.0

# The final 2 records of the section above lead into the next.
item	structure	GSH bead fluor	RGS4-Gao reg	Bim-Bcl-XL	Bcl-2 Bim block	ABCB1 block	Avidin fluor	RGS7-Gao reg	Bim-Bfl-1	ABCG2 inh	Bim-Bcl-W	Bcl-B Bim block
14	Nc1ccc(CC2SC(=O)NC2=O)cc1 (stereo not given)	44	86.5	10.0	2.0	0.5	3	95.9	3.0	0.0	3.0	2.0
15	CCOc1ccc(N(Cc2ccc(OC)c(OC)c2)C(=O)c2ccco2)cc1	29	93.9	0.0	-3.0	0.8	8	89.1	-2.0	1.5	-1.0	-3.0
16	COC(=O)C(NC(=O)c1ccccc1)=C(C)C	14	101.2	-5.0	-8.0	0.5	21	110.2	-10.0	2.7	1.0	-6.0
17	c1ccc(-c2cc(-c3nnc4sc(-c5ccccn5)nn34)[nH]n2)cc1	10	72.8	0.0	-2.0	0.5	15	88.6	1.0	1.2	0.0	-1.0
18	COc1cccc(NC(=O)Nc2c(C)n(C)n(-c3ccccc3)c2=O)c1	18	102.0	-1.0	4.0	-0.2	34	100.2	2.0	-0.6	-1.0	3.0
19	O=C(CCCOc1ccccc1)NCCc1nc2ccccc2[nH]1	21	98.5	0.0	-3.0	0.8	11	99.9	-5.0	6.9	0.0	-5.0
20	CCOC(=O)c1ccc(NC(=O)CCc2nc(-c3ccccc3)no2)cc1	46	99.0	-2.0	-13.0	0.0	11	99.4	-13.0	13.1	5.0	-8.0
21	c1ccc(Nc2nc(CSc3ncn[nH]3)cs2)cc1	13	99.2	-1.0	-3.0	-1.1	8	?	3.0	-0.3	-7.0	-2.0
22	CC1CC(=O)N(C)c2cc([N+](=O)[O-])ccc2N1 (stereo not given)	9	100.7	-1.0	-3.0	0.8	20	99.7	-7.0	1.8	-1.0	-1.0
23	CCn1c(SCC(=O)Nc2cc(C)on2)nc2c1c(=O)n(C)c(=O)n2C	20	99.6	-2.0	-6.0	0.4	7	95.5	-3.0	1.2	-3.0	-4.0
24	COc1ccccc1N1CC(O)=C(c2nc3ccccc3c(=O)[nH]2)C1=N	12	97.4	-1.0	-4.0	0.7	40	98.9	-2.0	0.9	-2.0	0.0
25	CCOC(=O)c1cc([N+](=O)[O-])sc1N	19	101.9	0.0	-2.0	1.0	6	105.4	-4.0	7.6	-2.0	-4.0
26	Cc1ccc(CN2C(=O)CCC2C(=O)N2CCN(c3ccc(F)cc3)CC2)cc1 (stereo not given)	14	95.6	0.0	0.0	1.4	8	96.0	2.0	4.6	2.0	5.0
27	CCCCCOC(=O)C1=C(C)Nc2ncnn2C1c1cccs1 (stereo not given)	29	104.9	-7.0	-12.0	1.8	15	104.3	-17.0	22.0	-1.0	-11.0
28	O=C(CN(c1ccc2c(c1)OCCO2)S(=O)(=O)c1ccccc1)NCC1CCCO1 (stereo not given)	56	99.5	0.0	0.0	1.2	10	101.6	-4.0	4.7	3.0	0.0
29	CCN(CC)CCNC(=O)c1cc2c(-c3ccc(Cl)cc3)nn(C)c2s1	19	106.5	0.0	-6.0	0.3	4	110.1	-1.0	1.6	-2.0	-1.0
30	CCn1ccc(C(=O)Nc2ccc(N(C)C(C)=O)cc2)n1	35	104.2	8.0	-6.0	-1.2	12	105.0	-12.0	-1.2	1.0	-6.0

# Down the list, quoted from above:
# Bcl-B Bim block, nos. 18 to 29 → 3.0, -5.0, -8.0, -2.0, -1.0, -4.0, 0.0, -4.0, 5.0, -11.0, 0.0, -1.0

# Going on with the list:
item	structure	GSH bead fluor	RGS4-Gao reg	Bim-Bcl-XL	Bcl-2 Bim block	ABCB1 block	Avidin fluor	RGS7-Gao reg	Bim-Bfl-1	ABCG2 inh	Bim-Bcl-W	Bcl-B Bim block
31	COc1ccc(C2NCCc3c2[nH]c2ccccc32)cc1COc1ccc(F)cc1 (stereo not given)	15	124.7	-3.0	-6.0	0.1	20	128.2	-13.0	-1.7	-2.0	-5.0
32	CN(C)C(=O)c1c(-c2ccccc2)oc2ccc(O)cc12	21	101.1	1.0	1.0	-0.2	19	100.6	0.0	-1.3	1.0	0.0
33	C[C@H](NC(=O)c1ccco1)C(=O)Nc1ccc2c(c1)OCO2	9	100.7	-3.0	-2.0	0.5	8	103.0	-3.0	4.8	-3.0	-4.0
34	COc1ccc2c(c1)/C(=N/OC(=O)c1cccs1)CCC2	67	90.3	-1.0	1.0	0.4	10	95.2	2.0	4.1	0.0	0.0
35	CCCN(Cc1cc2ccc(C)cc2[nH]c1=O)S(=O)(=O)c1ccccc1	22	101.2	-9.0	-8.0	3.2	21	97.4	-16.0	12.7	-2.0	-8.0
36	CC1(c2ccc(OC(F)F)cc2)NC(=O)N(CC(=O)Nc2ccc3c(c2)OCO3)C1=O (stereo not given)	26	100.8	-13.0	-12.0	0.4	12	102.2	-15.0	6.2	-2.0	-8.0
37	COc1cc2c(cc1NC(=O)C(C)N1CCN(S(=O)(=O)c3ccccc3[N+](=O)[O-])CC1)oc1ccccc12 (stereo not given)	28	98.7	-5.0	-13.0	0.1	18	103.1	-20.0	11.0	-3.0	-8.0
38	O=C(CSc1nc2ccccc2s1)NCCCN1CCOCC1	23	104.0	-4.0	-4.0	0.1	18	99.9	-4.0	0.5	-6.0	-7.0
39	OCCN1CCN(C(=S)c2ccc(Cl)cc2)CC1	15	100.7	-10.0	-13.0	0.5	19	120.5	0.0	-0.9	-4.0	-35.0
40	O=C(CSc1nnc(Cc2ccccc2)o1)c1ccccc1	16	101.3	-4.0	-8.0	0.1	12	103.7	-10.0	1.9	-3.0	-6.0
41	CCN(CC)CCN(C)C1CCC(c2ccccc2)CC1 (stereo not given)	12	102.8	-5.0	-2.0	1.9	17	100.7	-2.0	0.3	-1.0	-3.0
42	CCc1ccc(NC(=O)C2CCCN(S(=O)(=O)c3c(C)[nH]c(=O)[nH]c3=O)C2)cc1 (stereo not given)	14	99.7	-2.0	-1.0	0.0	10	?	-3.0	-0.6	3.0	-2.0
43	O=C(Nc1ccncc1)C1COc2ccccc2O1 (stereo not given)	22	103.6	-17.0	-10.0	0.7	12	104.0	-14.0	5.5	2.0	-2.0
44	Cc1nc2cc(NS(=O)(=O)c3ccc(Br)cc3)ccc2n1C	10	98.2	1.0	-1.0	1.4	11	100.0	4.0	17.5	0.0	-1.0
45	Cc1cc(C(=O)CN2C(=O)c3cccc(N)c3C2=O)c(C)n1Cc1cccs1	60	93.5	5.0	7.0	0.3	4	93.5	7.0	0.2	12.0	10.0
46	CC(C)(C)c1ccc(/C=C/C(=O)c2ccc(NC3=NCCCS3)cc2)cc1	11	104.9	-9.0	-6.0	0.1	10	106.6	-3.0	1.1	-8.0	-11.0
47	COc1cccc(C(=O)NCCC2=CCCCC2)c1OC	24	101.9	-11.0	-11.0	1.2	23	100.1	-19.0	29.2	0.0	-10.0
48	O=c1[nH]c(CN2CCN(S(=O)(=O)c3ccccc3C(F)(F)F)CC2)nc2sc3c(c12)CCCC3	13	109.9	-6.0	-3.0	0.1	16	96.6	0.0	-0.8	-2.0	0.0

# In the list so far, these have a thiophene ring, fused or not.
item	structure	GSH bead fluor	RGS4-Gao reg	Bim-Bcl-XL	Bcl-2 Bim block	ABCB1 block	Avidin fluor	RGS7-Gao reg	Bim-Bfl-1	ABCG2 inh	Bim-Bcl-W	Bcl-B Bim block
25	CCOC(=O)c1cc([N+](=O)[O-])sc1N	19	101.9	0.0	-2.0	1.0	6	105.4	-4.0	7.6	-2.0	-4.0
27	CCCCCOC(=O)C1=C(C)Nc2ncnn2C1c1cccs1 (stereo not given)	29	104.9	-7.0	-12.0	1.8	15	104.3	-17.0	22.0	-1.0	-11.0
29	CCN(CC)CCNC(=O)c1cc2c(-c3ccc(Cl)cc3)nn(C)c2s1	19	106.5	0.0	-6.0	0.3	4	110.1	-1.0	1.6	-2.0	-1.0
34	COc1ccc2c(c1)/C(=N/OC(=O)c1cccs1)CCC2	67	90.3	-1.0	1.0	0.4	10	95.2	2.0	4.1	0.0	0.0
45	Cc1cc(C(=O)CN2C(=O)c3cccc(N)c3C2=O)c(C)n1Cc1cccs1	60	93.5	5.0	7.0	0.3	4	93.5	7.0	0.2	12.0	10.0
48	O=c1[nH]c(CN2CCN(S(=O)(=O)c3ccccc3C(F)(F)F)CC2)nc2sc3c(c12)CCCC3	13	109.9	-6.0	-3.0	0.1	16	96.6	0.0	-0.8	-2.0	0.0

# Compound activity deposited in PubChem BioAssay by NMMLSC.
